RAD52 inh: RAD52 DNA annealing inhibitors, primary screen, biochemical, FRET, single point, set 2 | DNA repair protein RAD52 homolog (Homo sapiens), P43351 | recombinant RAD52 DNA annealing, FRET fluorescence | inhibition, % at 18.7 µM | 360,000 compounds, 0.46% hits;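 active means every replicate showing at least 50% inhibition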
Target sequence (P43351 whole entry, looked up): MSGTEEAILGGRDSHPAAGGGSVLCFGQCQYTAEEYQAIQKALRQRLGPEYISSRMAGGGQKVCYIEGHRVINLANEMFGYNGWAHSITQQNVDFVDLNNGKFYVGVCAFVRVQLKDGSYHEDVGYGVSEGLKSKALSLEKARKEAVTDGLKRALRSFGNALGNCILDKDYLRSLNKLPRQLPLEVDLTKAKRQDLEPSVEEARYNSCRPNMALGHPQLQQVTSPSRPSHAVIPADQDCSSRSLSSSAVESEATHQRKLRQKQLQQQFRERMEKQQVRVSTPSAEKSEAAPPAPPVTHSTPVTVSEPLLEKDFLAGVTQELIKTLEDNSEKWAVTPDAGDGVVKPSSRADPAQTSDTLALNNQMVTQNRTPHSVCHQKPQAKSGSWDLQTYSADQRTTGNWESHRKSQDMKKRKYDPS
Casp6 inh: human caspase-6 inhibitors, primary screen, biochemical, VEID-R110 fluorescence, single point, set 2 | P55212 | purified caspase-6, Z-VEID-R110 cleavage fluorescence | inhibition, % at 12.5 µM | 350,000 compounds, 0.53% hits | AID 686996, 2013;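 active means mean inhibition across replicates at least about 35%, with every replicate also reaching that limit, limit read from the data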;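 further: 0% = median of neutral control wells and 100% = no fluorescence left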
ERp5 inh: inhibitors of ERp5-driven insulin aggregation, primary screen, biochemical, turbidity, absorbance 650 nm, single point. Protein disulfide-isomerase A6 (Homo sapiens), Q15084. 90 min. inhibition, % at 9.99 µM. 350,000 compounds, 0.05% hits. AID 651711, 2012;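 active means mean replicate inhibition above about 25%, with every replicate also reaching it, limit read from the data, passing the limit was not always enough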
E-selectin induc: E-selectin induction in HUVECs, primary screen, imaging, HUVEC, immunofluorescence imaging, single point. normalized: neutral wells 0, TNF-alpha wells 100. activation, % at 7.58 µM. 260,000 compounds, 0.37% hits. AID 686992, 2013;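 active means mean E-selectin-positive cell signal at least 10% of the positive control, reached in at least 60% of replicates, without over 20% cell loss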;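 further: in these data hits start at about 27%; measured in HUVEC primary endothelial cells; signal is the percent of cells scored E-selectin positive by PE staining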
Target sequence (P16581 whole entry, looked up): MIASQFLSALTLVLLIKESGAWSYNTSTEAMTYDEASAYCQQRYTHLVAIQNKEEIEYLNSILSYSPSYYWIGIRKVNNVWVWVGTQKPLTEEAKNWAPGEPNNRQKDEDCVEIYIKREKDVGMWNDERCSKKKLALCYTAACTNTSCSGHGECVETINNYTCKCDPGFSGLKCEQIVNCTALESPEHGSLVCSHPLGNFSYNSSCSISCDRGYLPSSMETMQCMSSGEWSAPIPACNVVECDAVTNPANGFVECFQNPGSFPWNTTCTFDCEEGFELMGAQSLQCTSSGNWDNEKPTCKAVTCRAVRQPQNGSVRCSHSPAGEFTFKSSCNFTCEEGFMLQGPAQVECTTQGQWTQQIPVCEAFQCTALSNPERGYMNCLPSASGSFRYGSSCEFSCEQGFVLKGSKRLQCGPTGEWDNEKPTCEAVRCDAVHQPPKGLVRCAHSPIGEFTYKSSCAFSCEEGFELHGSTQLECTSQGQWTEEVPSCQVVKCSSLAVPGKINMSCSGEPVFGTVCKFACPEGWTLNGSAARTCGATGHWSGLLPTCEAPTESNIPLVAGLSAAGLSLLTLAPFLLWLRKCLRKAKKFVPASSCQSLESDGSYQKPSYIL
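material = human umbilical vein endothelial cells (HUVEC), E-selectin induction | quantity = 3,000 cells/well | medium = EGM-2 growth medium on 0.1% gelatin-coated wells | technique = immunofluorescence imaging | read-out basis = % PE-positive cells | control set = TNF-alpha positive control, DMSO neutral control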
ARNT TACC3 PPI: disruptors of ARNT/TACC3 protein interaction, primary screen, biochemical, AlphaScreen, single concentration. Transforming acidic coiled-coil-containing protein 3 (Homo sapiens), Q9Y6A5. AlphaScreen His-ARNT PAS-B/GST-TACC3 binding, luminescence; TACC3 fragment carries E629A point mutation. inhibition, % at 9.99 µM. 390,000 compounds, 0.66% hits. AID 623870, 2012;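 active means mean inhibition of replicates at least 50% and at least half of replicates each reaching 50%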;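 further: 0% = complete ARNT plus TACC3 wells and 100% = ARNT alone without TACC3; many hits fall short of the cut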
esBAF inh: Bmi1 luciferase reporter increase in mESCs, primary screen, esBAF inhibitor project, mouse ES cells, Bmi1 luciferase knock-in, single point; 350,000 compounds, 2% hits; reporter increase, % at 12.5 µM; 24 h; 100% = twice the neutral-well signal; in the data active means activation above about 40%;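 further: 0% = median of the plate's neutral control wells and 100% = double that signal; a rise in the Bmi1 reporter signal indicates esBAF inhibition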
PglD inh: C. jejuni PglD acetyltransferase inhibitors, primary screen, biochemical, DTNB colorimetric, single point; inhibition, % at 12.5 µM; 360,000 compounds, 0.098% hits; purified PglD enzyme, DTNB colorimetric CoA detection; UDP-N-acetylbacillosamine N-acetyltransferase PglD (Campylobacter jejuni); AID 602405, 2012; in the data active means inhibition above about 16%, passing the limit was not always enough; further: strong numbers were not always called active
RAD54 branch: inhibitors of human RAD54 branch migration, primary screen, biochemical, fluorescence, single point | inhibition, % at 10.4 µM | RAD54 Holliday junction branch migration, FAM/BHQ fluorescence | AID 602329, 2012 | 360,000 compounds, 0.14% hits | DNA repair and recombination protein RAD54-like (Homo sapiens), Q92698;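 active means mean normalized replicate activity at least 40 and at least half of replicates scoring 40 or more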;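 further: 0% = median of neutral control wells and 100% = median of positive control wells; inhibitors cause a drop in the FAM fluorescence signal; in these data hits start at about 50%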
Active calls of the source: *; / = not tested or not shown; & = joins results of further samples; ! = not active in a repeat.

smiles	RAD52 inh	Casp6 inh	ERp5 inh	E-selectin induc	ARNT TACC3 PPI	esBAF inh	PglD inh	RAD54 branch
O=S(=O)(N[C@H]1CC[C@H](CCn2cc(-c3cccnc3)nn2)O[C@@H]1CO)c1ccc(Cl)cc1	-1	1	-3	0.0	4	-1	2	-3
Cc1ccc(S(=O)(=O)N2CCOC2CNC(=O)C(=O)NCCN2CCOCC2)cc1 (centres undefined)	-6	-5	-2	0.0	/	-1	0	-2
O=C(NCc1cccnc1)c1ccc(=O)oc1	/	/	/	/	-12	1	1	1
CCOC(=O)c1c(NCC(C)C)c2ccccc2[nH]c1=O	/	/	/	/	-2	-13	1	-8
CCCN(C)C[C@@H]1Oc2cc(-c3cncnc3)ccc2S(=O)(=O)N([C@@H](C)CO)C[C@@H]1C	/	/	/	0.3	/	-7	16*	-5
CCC(=O)Nc1cccc(NC(=O)CSc2nc3c(c(=O)n(C)c(=O)n3C)n2C)c1	-12	-1	2	0.0	2	-12	1	-6
CCCc1nc(SCC(=O)c2ccccc2)c2c(=O)n(C)c(=O)n(C)c2n1	-10	0	6	0.6	0	-4	-1	4
O=C(COc1ccc2c(-c3ccccc3)cc(=O)oc2c1)NCCCN1CCOCC1	6	-3	-3	/	-2	17	2	6
O=C1NC(=O)C(c2cn(-c3ccccc3)nc2-c2ccc(F)cc2)N1 (centres undefined)	/	/	/	/	-5	-6	1	-6
COc1ccc(C(=O)O)cc1S(=O)(=O)N(CCc1ccccc1)Cc1ccccc1	-22	2	2	-0.2	-7	-1	2	2
CCOC(=O)[C@H]1[C@H]2COc3ccc(OC)cc3[C@@H]2N2C(=O)CN(CCc3c[nH]c4ccccc34)C(=O)[C@@]12C	-31	2	-3	0.0	-35	1	4	-2
CCC(=O)N1[C@H](CO)[C@H](c2ccc(-c3ccc(F)cc3)cc2)[C@H]1CNC(C)=O	/	/	/	0.3	-2	5	3	10
COc1ccc(C(=O)NCC(=O)N/N=C(C)\C=C\c2ccccc2)cc1OC	-17	2	-6	/	-1	/	/	/
CCOC(=O)C1(Cc2ccccc2)CCCN(C(=O)c2cn[nH]c2)C1 (centres undefined)	-13	2	0	/	-10	3	14	-4
CC(C)NC(=O)Cn1c(=O)c2c(ncn2Cc2ccccc2)n(Cc2ccccc2)c1=O	-13	-1	-4	/	-1	/	/	/
C[C@H](CO)N1C[C@H](C)[C@H](CN(C)S(=O)(=O)c2cn(C)cn2)Oc2ccc(NC(=O)Cc3cn(C)c4ccccc34)cc2C1=O	1	0	-1	/	-8	-5	6	-4
CN(C)CCCNC(=O)C[C@H]1CC[C@@H]2[C@H](COc3ccc(NC(=O)C4CCC4)cc3C(=O)N2C)O1	7	-3	-1	0.0	6	3	-1	1
C=CCOc1ccc(/C=C/C(=O)OCC(=O)NC2CCCCCCC2)cc1	-22	0	0	/	/	-2	-3	-8
C[C@H](NC(=O)OCc1ccccc1)C(=O)NNC(=O)[C@H](C)NC(=O)OCc1ccccc1	-11	-4	9	0.0	1	-7	-2	3
CCOC(=O)C1CCC/C1=N\NC(=O)CN(c1cc(OC)ccc1OC)S(=O)(=O)c1ccccc1 (centres undefined)	7	-1	0	0.0	11	/	1	0
CC(C)c1ccccc1NC(=O)c1ccccc1NC(=O)C1CCCCC1	-1	-11	-1	/	-5	/	/	/
CCCNC(=O)Nc1ccc2c(c1)OC[C@H](C)N(C(=O)CC)C[C@H](C)[C@H](OC)CN(C)C2=O	1	/	0	-0.3	0	4	-2	7
Cc1ccc(Cn2c(=O)c3c(nc4n3CCCN4Cc3ccccc3)n(C)c2=O)cc1	/	/	/	/	-13	-1	-21	-1
CC(=O)N1CCCCN2[C@H](CO)[C@@H](c3ccc(-c4ccncc4)cc3)[C@H]2C1	5	-2	-1	0.2	-12	-5	0	-10
O=C1[C@H]2CCC=C[C@H]2[C@H](c2cccc(Br)c2)N1Cc1ccccc1	/	/	/	/	-5	-9	1	-1
C[C@H](CO)N1C[C@H](C)[C@H](CN(C)C(=O)C2CCC2)Oc2ncc(-c3cccnc3)cc2C1=O	1	1	-4	0.4	1	-2	-2	-15
C[C@@H]1CN([C@@H](C)CO)C(=O)c2cc(NC(=O)c3ccccc3)ccc2O[C@@H](C)CCCCO[C@H]1CN(C)Cc1ccncc1	1	-3	3	0.0	3	-2	-1	-1
O=C(N/C(=C/c1ccco1)C(=O)N1CCCCC1)c1cccs1	/	/	/	/	2	-4	5	-8
CC(C)NC(=O)Nc1ccc2c(c1)C(=O)N([C@@H](C)CO)C[C@@H](C)[C@@H](CN(C)C(=O)C1CCCCC1)OCCCC[C@@H](C)O2	6	-2	1	0.2	4	-4	0	-11
N#C[C@@H]1[C@@H](c2ccc(C#Cc3ccccc3F)cc2)[C@@H](CO)N1C(=O)C1CCC1	-5	1	3	-0.1	3	7	-6	16

Continued; it opens with the two that closed the last part.
smiles	RAD52 inh	Casp6 inh	ERp5 inh	E-selectin induc	ARNT TACC3 PPI	esBAF inh	PglD inh	RAD54 branch
CC(C)NC(=O)Nc1ccc2c(c1)C(=O)N([C@@H](C)CO)C[C@@H](C)[C@@H](CN(C)C(=O)C1CCCCC1)OCCCC[C@@H](C)O2	6	-2	1	0.2	4	-4	0	-11
N#C[C@@H]1[C@@H](c2ccc(C#Cc3ccccc3F)cc2)[C@@H](CO)N1C(=O)C1CCC1	-5	1	3	-0.1	3	7	-6	16
Cc1cc(=O)nc2c3ccccc3n(CC(=O)NCCCN3CCCCC3C)n12 (centres undefined)	1	-27	0	/	-11	2	7	11
CCCCn1c(N)c(N(CCOC)C(=O)c2cccc(-n3cnnn3)c2)c(=O)[nH]c1=O	9	0	-1	/	-13	0	4	-3
Cc1noc(C)c1NC(=O)N(C)C[C@H]1Oc2ccc(NS(=O)(=O)c3cccs3)cc2C(=O)N([C@H](C)CO)C[C@@H]1C	-1&-11	2&0	5&-1	255*!	-23	-4&-2	4&4	0&2
Cc1cn([C@@H](CCCCNC(=O)OC(C)(C)C)C(=O)NCCCCCCCCCCC(=O)N2CCN(C(=O)OC(C)(C)C)CC2)nn1	/	/	/	/	-3	-10	0	-2
COc1ccc(Cc2n[nH]c(=S)n2C)cc1Br	-10	0	0	/	-12	/	/	/
CCOC(=O)C1=C(C)NC2=C(C(=O)CCC2)C1c1cn(Cc2ccc(Cl)cc2Cl)nc1-c1ccccc1 (centres undefined)	/	/	/	/	-2	3	-6	-7
CO/N=C(\CS(=O)(=O)Cc1ccc(OC)cc1)c1ccc(Cl)cc1	-7	-2	-4	/	0	6	4	17
COc1ccc(-c2cnc3c(c2)C(=O)N([C@H](C)CO)C[C@H](C)[C@H](CN(C)C(=O)Nc2ccccc2)O3)cc1	0	1	3	0.1	-5	-4	-1	0
CCN(CC)CCNC(=O)C(=O)Nc1cc2c3c(c1)CCC(=O)N3CCC2	-1	-5	-10	-0.4	-17	0	8	16
Cc1cc(Cl)ccc1OCCCC(=O)NCCc1nnc2ccccn12	-16	-2	-1	/	5	3	6	2
Nc1ncnc2c1nc(Br)n2[C@@H]1O[C@@H]2COP(=O)(O)O[C@H]2[C@H]1O	-9	/	0	0.0	-4	0	6	2
Cc1ccccc1C(=O)N1CCN(c2ccc(NC(=O)CSc3ccc(Cl)cc3)cc2)CC1	/	/	/	/	-42	-29	-8	-7
Cc1c(/C(O)=C2\C(=O)C(=O)N(CCN(C)C)C2c2cccnc2)cnn1-c1ccccc1 (centres undefined)	/	/	/	/	-10	2	1	-22
CC1(NC(=O)Nc2cccc3ccccc23)CCS(=O)(=O)C1 (centres undefined)	-8	2	1	/	15	-1	-1	0
CC1CN(C2CCN(S(=O)(=O)c3ccc(F)cc3)CC2)CC(C)O1 (centres undefined)	/	/	/	0.8	-1	-5	3	-1
COc1cccc(-c2cnc3c(c2)C(=O)N([C@H](C)CO)C[C@H](C)[C@@H](CN(C)Cc2ccc(C(=O)O)cc2)O3)c1	1	-1	6	0.3	-4	4	4	4
C[C@H](CO)N1C[C@H](C)[C@@H](CN(C)CC2CC2)Oc2ccc(NS(=O)(=O)c3cccs3)cc2C1=O	-1	-4	-3	0.2	4	-1	-1	2
COCCNC(=S)N1CCN(S(=O)(=O)c2ccc(Cl)s2)CC1	0	-3	3	/	4	-2	-4	5
CCCn1c(=N)n(CC(=O)c2ccc(Cl)c(Cl)c2)c2ccccc21	-7	1	5	0.6	-5	4	-6	15
O=C(N1CCN(Cc2ccccc2)CC1)C(Cl)(Cl)Cl	-15	0	3	/	-19	/	/	/
FC(F)(F)c1ccc(N=Cc2sc(N3CCOCC3)nc2-c2ccccc2)cc1	-1	1	3	/	-2	/	/	14
C=C(C)COc1ccc(-c2nc(N)ncc2Oc2ccccc2OCC)c(O)c1	/	/	/	/	2	6	0	1
CN1CCN(c2ccc(S(=O)(=O)N3CCOCC3)cc2NC(=O)COc2ccc(C#N)cc2)CC1	-4	0	0	/	-7	-4	-1	0
C=CCNC(=O)c1ccc(N(CC=C)S(C)(=O)=O)cc1	/	/	/	/	1	-4	18	-1
Cc1cc(C(=O)Nc2cccc3c2O[C@H](CN(C)C(=O)Nc2ccc(F)cc2)[C@@H](C)CN([C@@H](C)CO)C3=O)n(C)n1	15	1	2	-15	-6	1	2	4
O=C(CCCOc1ccc(Cl)cc1Cl)Nc1nnc(C2CC2)s1	-11	2	2	0.0	-2	2	1	2
O=C(CCSc1ccc(Cl)cc1)N1CCN(c2ncccn2)CC1	/	/	/	/	3	42*	3	0
COc1ccccc1CNC(=O)C[C@H]1C[C@@H]2c3cc(NC(=O)CC4CC4)ccc3O[C@@H]2[C@H](CO)O1	/	/	/	0.1	1	-3	5	-3
c1csc(-c2nc(N3CCOCC3)c3ccccc3n2)c1	-32	-2	-1	0.1	-2	-8	1	1
CC1=NN(Cc2ccccc2)C(=O)C1	/	/	/	0.1	1	-2	1	4

Next part.
smiles	RAD52 inh	Casp6 inh	ERp5 inh	E-selectin induc	ARNT TACC3 PPI	esBAF inh	PglD inh	RAD54 branch
O=S(=O)(c1cc(Cl)ccc1Cl)N1CCN(Cc2ccc3c(c2)OCO3)CC1	-10	-1	6	-0.1	-3	1	6	4
CS(=O)(=O)N1CCCC(C(=O)NC2CCCCCCC2)C1 (centres undefined)	0	-1	0	/	-4	-7	1	-7
CCCNc1c(NC(=O)c2ccc3c(c2)OCO3)c(=O)oc2ccccc12	0	-2	2	/	4	2	-7	-4
COC(=O)C(CC(C)C)NC(=O)/C=C/c1ccc(Cl)cc1 (centres undefined)	-12	2	4	/	3	-9	/	/
COc1cc2[nH]c(=O)n(CCC(=O)NC3CCN(Cc4ccccc4)CC3)c(=O)c2cc1OC	/	/	/	/	-7	-3	8	-8
Cc1ccc(S(=O)(=O)N2C[C@H]3[C@H]4C(=O)N(Cc5ccccc5)C(=O)[C@H]4CC(=O)[C@H]3[C@@H]2c2ccccc2F)cc1	-16	-2	-1	2.8	/	2	-6	7
COc1ccc(CCNC(=O)C2CCCN2C(=O)Nc2ccc(Cl)cc2)cc1OC (centres undefined)	-11	0	5	/	-5	-4	4	-2
O=C(O)c1c[nH]c2ccc(F)cc2c1=O	9	-5	3	/	3	-4	-3	4
Cc1ccc(S(=O)(=O)N(Cc2cc3ccccc3[nH]c2=O)c2cccc(C)c2)cc1	-13	0	1	1.9	4	0	6	-4

Compounds as they come; overall some 3.2% were active at least once.
